Bioassay records (PubChem BioAssay)
TRPC6 inhibitor: blocks the mouse TRPC6 cation channel; Q61143; HEK293-TRPC6, membrane potential dye, ACh-evoked depolarization; hits give low values; B-score at 10 µM; hit rate 1.1% among 310,000; AID 2553;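 active = B-score under library mean minus 3 SD, initial fluorescence not abnormally high, positive integrated signal ratio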;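 also: B-score derived from integrated fluorescence ratio over the kinetic read; more negative B-score means stronger inhibition of depolarization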
Target sequence (Q61143 whole entry, looked up): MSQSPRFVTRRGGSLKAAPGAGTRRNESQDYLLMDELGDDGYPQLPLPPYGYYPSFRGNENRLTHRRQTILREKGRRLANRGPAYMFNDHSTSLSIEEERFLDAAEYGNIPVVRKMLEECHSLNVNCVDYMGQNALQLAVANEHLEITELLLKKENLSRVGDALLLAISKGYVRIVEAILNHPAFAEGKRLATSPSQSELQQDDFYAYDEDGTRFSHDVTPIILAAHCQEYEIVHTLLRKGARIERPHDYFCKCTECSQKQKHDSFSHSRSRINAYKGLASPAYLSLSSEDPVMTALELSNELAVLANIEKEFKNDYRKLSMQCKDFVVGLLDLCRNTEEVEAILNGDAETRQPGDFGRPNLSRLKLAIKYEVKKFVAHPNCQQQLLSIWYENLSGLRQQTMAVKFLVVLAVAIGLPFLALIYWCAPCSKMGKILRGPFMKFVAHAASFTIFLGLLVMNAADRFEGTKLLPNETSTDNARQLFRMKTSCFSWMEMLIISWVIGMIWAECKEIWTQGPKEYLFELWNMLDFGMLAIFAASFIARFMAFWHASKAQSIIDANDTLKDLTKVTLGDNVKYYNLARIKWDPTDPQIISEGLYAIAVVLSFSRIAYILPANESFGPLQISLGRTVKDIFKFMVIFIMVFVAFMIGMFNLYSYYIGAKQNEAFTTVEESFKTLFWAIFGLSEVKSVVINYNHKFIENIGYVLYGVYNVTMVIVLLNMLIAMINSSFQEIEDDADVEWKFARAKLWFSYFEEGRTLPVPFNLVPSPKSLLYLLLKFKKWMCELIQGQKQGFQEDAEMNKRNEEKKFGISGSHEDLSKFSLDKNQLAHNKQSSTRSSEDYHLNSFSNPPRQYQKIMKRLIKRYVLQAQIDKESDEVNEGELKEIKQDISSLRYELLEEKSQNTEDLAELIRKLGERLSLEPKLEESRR
IEC-6 cytotox: kills IEC-6 intestinal cells in KLF5 counter-screen; IEC-6 cytotoxicity, luminescence viability; inhibition, % at 5 µM; hit rate 0.78% among 290,000; AID 1825; in the data active = inhibition above about 22%;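 also: 0% = plate median of test compound wells and 100% = cytotoxic reference compound wells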
TRPC4 PAM: allosteric potentiators of mouse TRPC4 channel. AID 2227. B-score at 10 µM. HEK293 TRPC4beta/mu-opioid, DAMGO EC20, Fluo-4 Ca2+ flux; hits give high values. Q9QUQ5. hit rate 0.42% among 310,000;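 active = B-score of calcium response area above 5 SD of library B-scores, with initial fluorescence ratio within 5 SD of library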;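 also: B-score of integrated fluorescence ratio over time as area under calcium response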
TRPC4 block: inhibitors of mouse TRPC4 channel; Q9QUQ5; HEK293 TRPC4beta/mu-opioid, DAMGO-evoked Fluo4 calcium flux; hits give low values; B-score at 10 µM; hit rate 0.39% among 300,000;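 active = B-score over 3 SD under the library average, no early fluorescence shift, positive overall ratio signal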
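Material: HEK293 cells with stable TRPC4beta plus mu-opioid receptor expression; probe or stimulus: DAMGO in two steps, submaximal then maximal; technique: Fluo4 calcium fluorescence by kinetic imaging, 5 s 1 Hz baseline; measure: integrated fluorescence ratio relative to baseline, converted to per-well B score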
SKKanGAS inh: SKKanGAS growth inhibition | S. pyogenes SKKanGAS, kanamycin growth, BacTiter-Glo, 6 h | AID 1662 | inhibition, % at 7.5 µM | hit rate 1.3% among 300,000;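 active = mean replicate score, as percent of positive control median, at least 50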;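 also: strain carries kanamycin resistance gene driven by streptokinase promoter and grows in 40 µg/ml kanamycin; loss of luminescence reflects streptokinase promoter inhibition or plain growth inhibition; 0% = median of DMSO wells and 100% = positive control at its reference dose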
MrgX1 antag: blocks BAM8-22 activation of human MrgX1 receptor. Q96LB2. MRGX1-HEK293 calcium flux, Fluo-4, BAM8-22 antagonism; hits give low values. B-score at 10 µM. hit rate 1.3% among 310,000. AID 588676;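 active = calcium-response B-score plate-corrected more than 3 library SD below zero, starting fluorescence within 5 deviations, no agonist response on first addition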;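 also: peak minus trough fluorescence over baseline after final BAM8-22 challenge near maximal dose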
KLF5 inhibitor: suppresses KLF5 promoter-driven expression. DLD-1 KLF5 promoter-luciferase reporter, luminescence. inhibition, % at 5 µM. hit rate 0.23% among 290,000;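 active = inhibition above a per-plate limit of that plate's mean compound inhibition plus 3 SD, cut at about 60% in these data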;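 also: 0% = DMSO wells and 100% = LY294002 at 200 µM; higher means less KLF5 promoter-driven luciferase light; inactives centre near -14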
TRPC6 act: activators of mouse TRPC6 channel; hit rate 0.13% among 310,000; HEK293-TRPC6 membrane potential dye fluorescence; hits give high values; B-score at 10 µM; Q61143; AID 2550;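 active = B-score of the integrated fluorescence ratio above library mean plus 3 SD, and starting fluorescence ratio within library mean plus 5 SD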;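 also: higher score means more depolarization so channel activation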
aSyn 5UTR inh: MLPCN primary screen, SNCA 5' untranslated region. alpha-synuclein 5'UTR reporter, inhibitor activity. inhibition, % (tested at 7.5 µM). hit rate 0.82% among 300,000; in the data active = inhibition above about 60%;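 also: H4 neuroglioblastoma cells stably carrying SNCA 5'UTR luciferase fusion; 0% = DMSO wells and 100% = positive control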
HIF activator: HIF pathway transcriptional activation | U2OS HRE-luciferase reporter, luminescence; normalized: DMSO 0%, desferrioxamine 100% | hit rate 0.32% among 300,000 | AID 1910 | activation, % at 7.5 µM (by protocol);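 active = mean activation of at least 10% of the iron chelator positive control signal, with at least half of replicates also reaching 10%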
TRPC4 agonist: opens the mouse TRPC4 cation channel; Q9QUQ5; HEK293 TRPC4beta/mu-opioid, Fluo4 calcium fluorescence; hits give high values; B-score at 10 µM; hit rate 0.49% among 310,000; AID 2237;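 active = B-score above 5 SD of library B-scores, and initial fluorescence ratio not above library mean plus 5 SD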;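 also: positive B-score marks a calcium rise read as TRPC4 activation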
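Material: TRPC4beta and mu-opioid receptor HEK293 stable cells | Incubation: 45 min room-temperature Fluo4 loading, 110 s read | Detection: Kinetic Fluo4 calcium fluorescence | Measure: Integrated baseline-normalised fluorescence ratio, converted to per-well B score | Benchmarks: Low control buffer alone, high control maximal DAMGO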
Active calls of the source: *; i = inactive; · = not tested or not shown.

Below each compound: TRPC6 inhibitor | IEC-6 cytotox | TRPC4 PAM | TRPC4 block | SKKanGAS inh | MrgX1 antag | KLF5 inhibitor | TRPC6 act | aSyn 5UTR inh | HIF activator | TRPC4 agonist
CC(=O)C1=C(O)CCC1=NCCc1ccccc1
→ i | -4 | i | i | -2 | i | -20 | i | 3 | 0.5 | i
CC1(C)OC2OC(COC(=O)c3ccccc3)C3OC(C)(C)OC3C2O1 (stereo unspecified)
→ i | -15 | i | i | -3 | i | -18 | i | -89 | 0.2 | i
NNC(=O)c1cccc(COc2cccc(Br)c2)c1
→ i | 3 | i | i | -6 | i | -158 | i | -86 | 1.6 | i
C#CCSc1nnc(-c2cccc3ccccc23)o1
→ i | 0 | i | i | -17 | i | -22 | i | -104 | 1.2 | i
O=C(CN(C(=O)CCC(=O)Nc1nccs1)c1ccc2c(c1)OCO2)NCc1ccccc1
→ i | 1 | i | i | -3 | i | -9 | i | -5 | 0.4 | i
COCCCNc1nc(-c2ccc(Cl)cc2)nc2ccccc12
→ i | 9 | i | i | 0 | i | -23 | i | 34 | -0.5 | i
O=C(CCc1nnc(C2(c3ccc(Cl)cc3)CCC2)o1)N1CCCC1
→ i | 1 | i | i | -1 | i | -76 | i | -72 | 2.8 | i
C=C(C)Cn1c(CCCNC(=O)CC)nc2ccccc21
→ i | -3 | i | i | 1 | i | -10 | i | 21 | -0.4 | i
O=C(NCc1ccc(F)cc1)C1(S(=O)(=O)c2ccc(Cl)cc2)CC1
→ i | -4 | i | i | 2 | i | -38 | i | 14 | 0.1 | i
CCOc1ccc(C(=O)N2CCc3ccccc32)cc1
→ i | -2 | i | i | 7 | i | -93 | i | -104 | 3.0 | i
CC1(c2ccc3ccccc3c2)NC(=O)N(CC(=O)O)C1=O (stereo unspecified)
→ i | 3 | i | i | -8 | i | 6 | i | -2 | -0.2 | i
CCCN(CCC)C(=O)CSc1nc2ccccc2c(=O)n1CC1COc2ccccc2O1 (stereo unspecified)
→ i | 4 | i | i | 19 | i | 14 | i | 38 | 0.2 | i
CCOC(=O)c1c(-c2ccc(OC)cc2)csc1NC(=O)CSc1nnc(C)c(=O)[nH]1
→ i | 4 | i | i | · | i | -1 | i | 29 | -0.7 | i
CCC(C(=O)NC1CCCC1)N(Cc1ccccc1Cl)C(=O)c1snc(C(N)=O)c1N (stereo unspecified)
→ i | -4 | i | i | 10 | i | -4 | i | 9 | -0.1 | i
O=C(CCCNS(=O)(=O)c1cccc2nsnc12)NCc1ccc(F)cc1
→ i | -3 | i | i | -9 | i | -5 | i | -4 | -0.1 | i
COC(=O)[C@H](Cc1ccccc1)NC(=O)Nc1ccc(OC)cc1
→ i | -3 | i | i | -3 | i | -22 | i | -3 | 1.0 | i
O=S(=O)(Nc1ncccn1)c1ccc(NC(=S)Nc2ccccc2Cl)cc1
→ i | 0 | i | i | -17 | i | -7 | i | -3 | -0.2 | i
O=C(c1cc(S(=O)(=O)N2CCOCC2)c(Cl)cc1Cl)N1CCCCC1
→ i | 2 | i | i | -1 | i | -3 | i | 17 | 0.0 | i
O=C(C1=C[C@H](c2coc3ccccc3c2=O)C[C@H](OCc2ccc(CO)cc2)O1)N1CCN(Cc2ccccc2)CC1
→ i | -8 | i | i | 1 | i | 2 | i | 25 | 0.0 | i
Cc1ccc(CCNS(=O)(=O)c2ccc(C)cc2)cc1
→ i | -2 | i | i | 1 | i | -12 | i | -9 | -0.2 | i
COc1ccc(Cn2c(C3CC3)nc3ccc(NC(=O)c4ccco4)cc3c2=O)cc1
→ i | -5 | i | i | 11 | i | -88 | i | -152 | 2.2 | i
CCCCn1c(N)c(N(CC)C(=O)C(c2ccccc2)c2ccccc2)c(=O)[nH]c1=O
→ i | 1 | i | i | -8 | i | -11 | i | -7 | -0.7 | i
COC(=O)c1nn(-c2ccc(Oc3ccccc3)cc2)c(=O)cc1O
→ i | 4 | i | i | 3 | i | 6 | i | -9 | 0.7 | i
CC(c1nnc(SCC(=O)NC(=O)NCc2ccco2)n1-c1ccc(Cl)cc1)N(C)C (stereo unspecified)
→ i | 2 | i | i | -6 | i | -26 | i | 41 | -0.3 | i
COc1cc2sc(C)nc2cc1C
→ i | -9 | i | i | 12 | i | -7 | i | -27 | -0.1 | i
c1ccc(Cn2c(-c3ccccc3)nc3nc4ccccc4nc32)cc1
→ i | 4 | i | i | 12 | i | -1 | i | 16 | 0.2 | i
Cc1[nH]c(=O)[nH]c(=O)c1S(=O)(=O)N1CCCC(C(=O)N2CCN(c3cccc(C(F)(F)F)c3)CC2)C1 (stereo unspecified)
→ i | 4 | i | i | -5 | i | 12 | i | 12 | -0.1 | i
CCCNc1ncnc2nc[nH]c12
→ i | -3 | i | i | -2 | i | -16 | i | 9 | 0.1 | i
Cc1onc(-c2ccccc2Cl)c1C(=O)N1CCCC1
→ i | 1 | i | i | 0 | i | -26 | i | -26 | 0.2 | i
COc1cccc(CN(C)CC2CCCN(CCc3ccc(Cl)cc3)C2)c1OC (stereo unspecified)
→ i | 1 | i | i | -1 | i | 3 | i | -3 | -6.1 | i
NC(=O)CSc1oc(-c2ccco2)nc1S(=O)(=O)c1ccc(Cl)cc1
→ i | -1 | i | i | -6 | i | -23 | i | -8 | -0.3 | i
COC(=O)C1=C(CS(=O)(=O)c2cc(Cl)ccc2OC)NC(=O)NC1c1ccc(O)c(OC)c1 (stereo unspecified)
→ i | -9 | i | i | 3 | i | 10 | i | 15 | 2.2 | i
COc1ccc(CCN2C(=NC(=O)CC(C)C)SC3CS(=O)(=O)CC32)cc1 (stereo unspecified)
→ i | 3 | i | i | -8 | i | -9 | i | 23 | -0.1 | i
COCCNc1cc(N)c([N+](=O)[O-])cc1[N+](=O)[O-]
→ i | 4 | i | i | 3 | i | 0 | i | -3 | 0.1 | i
CCOc1ccc(S(=O)(=O)NCCSCc2ccco2)cc1
→ i | 0 | i | i | 1 | i | -18 | i | 14 | -0.3 | i
O=C(Nc1ccc(Cl)cc1)Nc1nc(-c2ccccc2)cs1
→ i | -2 | i | i | 3 | i | -6 | i | -4 | -0.3 | i
Cc1cc(Cl)ccc1C(=O)C1CCCN(C(=O)c2nonc2C)C1 (stereo unspecified)
→ i | -1 | i | i | 3 | i | -1 | i | 29 | 0.2 | i
CCn1c(SCC(=O)OC2CCCCC2)nnc1-c1ccncc1
→ i | -3 | i | i | 0 | i | -16 | i | 6 | 0.3 | i
COc1cc2c(cc1OC)C(c1cccc(Cl)c1)CC(=O)N2 (stereo unspecified)
→ i | -2 | i | i | -5 | i | -9 | i | 26 | -0.4 | i
O=C(CNS(=O)(=O)c1ccc2ccccc2c1)OCc1csc(-c2ccccc2)n1
→ i | -2 | i | i | -2 | i | -29 | i | -62 | 0.8 | i
COc1ccccc1NC(=O)C(C)Sc1nnnn1C (stereo unspecified)
→ i | · | i | i | 0 | i | · | i | 9 | -12 | i
CCOC(=O)c1nnn2c1nc(N1CCN(c3ccccc3)CC1)c1ccccc12
→ i | -1 | i | i | 33 | i | 7 | i | -47 | 1.4 | i
CCn1c(SCC(=O)OCc2ccccc2)nc2c1c(=O)n(C)c(=O)n2C
→ i | 2 | i | i | 1 | i | -39 | i | -9 | -0.6 | i
Cc1ccc(C)c(CN2C(=O)COc3ccccc32)c1
→ i | 2 | i | i | -6 | i | -36 | i | 1 | -3.5 | i
CC(C)n1cc(CN2CCC(n3nccc3NC(=O)Cc3ccccc3)CC2)cn1
→ i | -3 | i | i | 40 | i | -28 | i | -10 | -0.2 | i
COc1cccc(C(=O)/C(C#N)=N/Nc2cccc(-c3ccnc(C)n3)c2)c1
→ i | 2 | i | i | 26 | i | -15 | i | -13 | 0.1 | i
C=CCN(CC=C)C(=O)COn1nnc2ccc(S(=O)(=O)N3CCOCC3)cc21
→ i | · | i | i | 4 | i | · | i | -18 | -0.2 | i
CC(C)(C)NC(=O)c1oc2ccccc2c1COc1ccccc1
→ i | -6 | i | i | 0 | i | 40 | i | 37 | -0.5 | i
CC(C)(C)C(=O)NC1CCN(S(=O)(=O)c2ccccc2F)CC1
→ i | 6 | i | i | -12 | i | -30 | i | 14 | -0.5 | i
COc1ccc(OC(C)C(=O)N2CCc3ccccc3C2)cc1 (stereo unspecified)
→ i | -2 | i | i | 0 | i | -29 | i | 10 | 0.0 | i
O=C(c1ccco1)N1N=C(c2cccs2)CC1c1ccccc1O (stereo unspecified)
→ i | 4 | i | i | 11 | i | -8 | i | 0 | -0.1 | i
O=C(Nc1ccc2c(c1)CCC2)c1cccc(OC(F)F)c1
→ i | · | i | i | -13 | i | · | i | -126 | 2.1 | i
COCc1ccc(CN2CCC(N3CCC(C(=O)N4CCCC4)CC3)CC2)o1
→ i | 1 | i | i | -9 | i | -25 | i | -16 | 0.3 | i
O=C(CNC(=O)c1ccc(Cl)cc1)c1ccc(Cl)cc1
→ i | 3 | i | i | -4 | i | -50 | i | -48 | 1.1 | i
CCn1c(SCc2nc3ccccc3[nH]2)nnc1-c1cccs1
→ i | 7 | i | i | 0 | i | -19 | i | 8 | 0.3 | i
O=C(CSCc1ccccc1Cl)N/N=C/c1ccco1
→ i | -6 | i | i | 7 | i | -13 | i | -3 | 2.1 | i
CC1(C)CC(=O)C(C=Nc2ccc(O)cc2)=C(O)C1
→ i | 0 | i | i | 2 | i | -21 | i | 1 | -0.3 | i
Cc1cc(N(CCO)CCO)ccc1C(c1ccc(N(CCO)CCO)cc1C)c1ccccc1Cl
→ i | -7 | 11* | i | 11 | i | -6 | i | 12 | -1.1 | i
CCn1c(SCC(=O)Nc2ccc3c(c2)OCCO3)nnc1-c1c[nH]c2ccccc12
→ i | -3 | i | i | -5 | i | -24 | i | 13 | 0.3 | i
CCOC(=O)C1=C(O)/C(=C/c2ccc(CNC(=O)C(=O)Nc3ccc(C)cc3)o2)N=C1C
→ i | -4 | i | i | 7 | i | -17 | i | 6 | -0.6 | i
CC(C)(Oc1ccc(Cl)cc1)C(=O)OCC(=O)N1CCCC1
→ i | -7 | i | i | 6 | -13* | -14 | i | 3 | -0.2 | i
